Screening results: PubChem BioAssay, several laboratories
FLuc act counter: affects firefly luciferase, flagging false hits in luciferase stimulation screens; ATPlite luciferase biochemical, luminescence, 10 min; 0 = ATP-free wells, 1 = DMSO control; P08659; activation factor at 10 µM; 200,000 tested, under 10 active;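 active = luciferase activation factor, scaled between plate controls, of at least 2 with compound at 10 µM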
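Material: Luciferase/luciferin reagent mix; Doses: test compounds dosed from 2 mM stocks in 100% DMSO; Schedule: 10 min incubation after luciferase reagent addition, room temperature; Measured by: luminescence from luciferase reaction; Read-out: luminescence gain marking luciferase activators.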
NF-kB neuron act: compounds increasing NF-kB expression in human neuronal cells; NF-kB reporter expression; stronger effect = higher value; fold change at 12.5 µM; hit rate 1.6% among 190,000; in the data active = fold change above about 3.3
APP 5UTR inh: APP translation inhibition; SH-SY5Y APP 5'UTR-luciferase reporter, luminescence; inhibition, % at 2 µM; hit rate 0.82% among 190,000; AID 1285;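 active = inhibition above a set limit, derived from the sample mean plus 3 SD, cut at about 45% in these data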; note: values of inactives mirror those of a sister screen read the other way
STAT1 act: STAT1 signaling activation. NIH 3T3 STAT1-luciferase reporter, IFN-gamma, luminescence; 100% = IFN-gamma alone, no compound. activation (% of control), % at 5.5 µM. hit rate 2.6% among 200,000;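 active = activation above the screen-wide mean activation plus 3 SD, cut at about 130% in these data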;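 note: raw ratio to IFN-gamma control signal so 100% means no change and 0% no light; values of inactives mirror those of a sister screen read the other way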
Diaphorase inh: inhibits diaphorase or chemically oxidizes, flagging diaphorase assay artifacts; diaphorase resazurin-to-resorufin fluorescence, NADH, 16 min; bacterial (C. kluyveri) enzyme, not human; inhibition, % at 20 µM; hit rate 0.69% among 190,000;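 active = primary screen inhibition at 20 µM above a set limit, cut at about 50% in these data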;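 note: plate controls were DMSO with full reaction for no effect and wells lacking NADH for full effect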
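Test system: Clostridium kluyveri diaphorase enzyme / Quantity: diaphorase at 0.14 U/mL in enzyme working solution / Incubation: 16-min room-temperature incubation before reading / Benchmarks: NADH-free wells as positive control, DMSO-only neutral wells / Signal: resorufin fluorescence 544/590 nm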
Diaphorase act: activates diaphorase or chemically reduces, flagging diaphorase assay artifacts. Diaphorase/resazurin coupled assay, resorufin fluorescence, 16 min; stronger effect = higher value; 1 = vehicle wells, 0 = NADH-free wells. activation factor at 20 µM. hit rate 0.005% among 190,000. AID 1229;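 active = diaphorase activity raised at least twofold by the compound at 20 µM; inactive = activation factor below 2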
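Material: purified diaphorase enzyme from Clostridium kluyveri; Also added: 0.114 mM NADH and 0.1 mM resazurin, final amounts; Doses: single compound dose of 20 µM, 1% DMSO final; Times: 16 min enzyme reaction, ambient temperature; Detection: resorufin fluorescence, excitation 544 nm, emission 590 nm; Measure: increased resorufin signal from activators or reducing compounds.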
APP 5'UTR act: activates APP 5'UTR luciferase reporter | SH-SY5Y APP 5'UTR luciferase reporter, luminescence; zero percent = DMSO vehicle wells | activation, % at 2 µM | hit rate 1% among 190,000 | AID 1276;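 active = activation above a set limit, based on mean plus 3 SD of controls, cut at about 140% in these data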; note: values of inactives mirror those of a sister screen read the other way
FLuc inh counter: inhibits firefly luciferase, flagging false hits in luciferase inhibition screens. ATPLite firefly luciferase biochemical luminescence, 10 min. inhibition, % at 10 µM. hit rate 1.5% among 200,000. AID 1006;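 active = inhibition above about 50% when tested at 10 µM, limit read from the data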
TLR4 MyD88 comp: inhibitors of human TLR4-MyD88 binding. O00206+Q99836. HeLa CL3-4 TLR4/MyD88 BLA complementation, FRET ratio. inhibition, % at 8.4 µM. hit rate 0.18% among 200,000. AID 861; in the data active = inhibition above about 25%;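 note: 0% = vehicle and 100% = reference inhibitor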
G6PDH CS: L. mesenteroides G6PDH inhibition counter-screen | Purified L. mesenteroides G6PDH, diaphorase/resazurin coupled fluorescence, 45 min | inhibition, % at 5 µM | hit rate 0.12% among 200,000; in the data active = inhibition above about 50%
* = called active by the depositor; · = no result given.

mol,TLR4 MyD88 comp,Diaphorase act,APP 5'UTR act,G6PDH CS,FLuc act counter,NF-kB neuron act,STAT1 act,FLuc inh counter,APP 5UTR inh,Diaphorase inh
COc1ccc(/C=C/C(=O)c2cc(F)ccc2OC(=O)c2ccc(OC)c(OC)c2)cc1OC,-7,1,4,-1,1,1.4,97,-1,-4,3
O=C(CN1C(=O)CSCC1=O)NCc1ccc(F)cc1,3,0.8,-16,-1,1,1.1,108,2,16,15
Cc1cc([N+](=O)[O-])cc([N+](=O)[O-])c1NCC(C)C,-1,0.8,-19,0,1,1.1,103,-5,19,17
CCOc1ccccc1OCCCC(=O)N1CCN(S(=O)(=O)c2ccc(C)cc2)CC1,2,0.9,5,12,1.1,1.6,98,-6,-4,6
Cc1ccccc1-n1c(-c2ccc(Cl)cc2)cnc1SCC(=O)NC1CCS(=O)(=O)C1 (centres undefined),10,0.8,4,7,1.1,0.97,97,-9,-4,18
CCn1cc(C(=O)NCc2ccc(Cl)cc2)c(=O)c2cc(S(=O)(=O)N3CCOCC3)ccc21,14,0.8,15,-4,1.1,0.93,90,-6,-15,20
CCOC(=O)C1CCN(C(=O)c2cn(-c3ccccc3)nc2-c2cccnc2)CC1,11,0.8,17,2,0.9,·,99,9,-17,15
COCC(=O)N(Cc1ccc(OC)cc1)Cc1nc2ccccc2c(=O)[nH]1,4,0.8,8,-16,1,1.2,104,-3,-8,16
O=C(CCCN1C(=O)c2cccc3cccc(c23)C1=O)NC1CCS(=O)(=O)C1 (centres undefined),1,·,0,8,1.1,1.1,104,-6,0,·
CCCC(=O)c1cn(CC(=O)OC)c2ccccc12,-11,0.8,16,12,1.1,0.99,100,-9,-16,25
O=C(Cn1cnc2ccccc21)N1CCN(S(=O)(=O)c2ccccc2)CC1,-5,1,3,-5,1,1.1,86,2,-2,-4
Cc1cccc(/N=C/c2c(O)c3ccccc3oc2=O)n1,-17,0.9,7,8,1,1.1,101,4,-7,6

More structures follow:
mol,TLR4 MyD88 comp,Diaphorase act,APP 5'UTR act,G6PDH CS,FLuc act counter,NF-kB neuron act,STAT1 act,FLuc inh counter,APP 5UTR inh,Diaphorase inh
CC1(C)CC(=O)C2=C(C1)Nc1ccccc1NC2c1cccnc1 (centres undefined),·,1.1,·,0,0.9,1.2,·,5,·,-5
CCOC(=O)NCCOC(=O)Nc1ccc(Cl)cc1,1,1,4,-3,1,1.1,99,-1,-4,-3
CCCCCCn1c(-c2cccs2)n[nH]c1=S,-4,0.8,-25,0,1,0.94,104,-5,25,24
Cn1cc(-c2cccc(Cl)c2)cc(C#N)c1=O,-8,0.9,-14,0,1,1.1,94,-3,14,5
O=C1[C@@H]2Cc3ccccc3CN2C(=O)N1c1cccc(F)c1,2,0.9,-6,-2,1,1.9,99,2,6,7
CCOC(=O)c1sc2ccc(S(=O)(=O)N3CC(C)CC(C)C3)cc2c1N (centres undefined),8,0.8,-3,10,1.1,0.97,102,-6,3,16
CSc1ccccc1NC(=O)NCCCl,3,1,-7,-2,1.1,1.1,96,-6,7,2
C=CCNc1nc(-c2ccc(O)c(C(N)=O)c2)cs1,-1,0.7,3,3,1,1.1,101,1,-3,34
CC1CCN(S(=O)(=O)c2ccc(NC(=O)CN3CCN(c4ccccc4)CC3)cc2)CC1,-3,1,1,-14,1,0.98,96,-4,-1,-2
Cc1ccccc1OCCNc1cc(N2CCN(CCO)CC2)ccc1[N+](=O)[O-],5,0.9,11,-26,1,0.63,89,1,-11,7
CC(NC(=O)COC(=O)C1CCN(S(=O)(=O)c2ccccc2C(F)(F)F)CC1)c1ccccc1 (centres undefined),-5,0.9,4,5,1,1.2,101,-4,-4,8
Cc1cc(C)n(CC(=O)N/N=C/c2ccc(C)o2)n1,2,1,3,7,1.1,1.1,99,-11,-3,3

3 structures already listed, arranged by heavy-atom count, largest number first:
mol,TLR4 MyD88 comp,Diaphorase act,APP 5'UTR act,G6PDH CS,FLuc act counter,NF-kB neuron act,STAT1 act,FLuc inh counter,APP 5UTR inh,Diaphorase inh
CC1(C)CC(=O)C2=C(C1)Nc1ccccc1NC2c1cccnc1 (centres undefined),·,1.1,·,0,0.9,1.2,·,5,·,-5
C=CCNc1nc(-c2ccc(O)c(C(N)=O)c2)cs1,-1,0.7,3,3,1,1.1,101,1,-3,34
CSc1ccccc1NC(=O)NCCCl,3,1,-7,-2,1.1,1.1,96,-6,7,2

(more compounds)
mol,TLR4 MyD88 comp,Diaphorase act,APP 5'UTR act,G6PDH CS,FLuc act counter,NF-kB neuron act,STAT1 act,FLuc inh counter,APP 5UTR inh,Diaphorase inh
COc1cc(C(C#N)N2N=C(c3ccccc3)CC2c2ccccc2)ccc1O (centres undefined),-6,0.9,94,0,1.1,2.3,123,-7,-94,10
CS(=O)(=O)N1CCC(C(=O)Nc2ccc(Br)cc2F)CC1,-4,0.8,-2,1,1.1,1.1,93,-6,2,15
O=C(NCCN1C(=O)S/C(=C\c2ccccc2F)C1=O)C1CCCN1C(=O)c1cccs1 (centres undefined),0,0.9,8,-20,1,1.1,90,-5,-8,8
CCC(C)NC(=O)CCC(=O)NNc1nc2ccccc2c2nc(C)nn12 (centres undefined),7,0.9,-11,-6,1,1.2,98,-4,11,8
COc1cc(C2=NOC(C(=O)NCc3ccco3)C2)cc(OC)c1OC (centres undefined),-1,1,-6,-1,1,0.94,98,-1,6,1
NNC(=O)c1sc2cc(C(F)(F)F)cnc2c1-c1cccnc1,-1,0.9,12,3,1.1,1.4,100,-6,-12,8
O=C(Cc1nn[nH]n1)NCCC1=CCCCC1,2,0.8,-13,4,1.1,1.2,94,-5,13,24
O=C(O)c1ccc(N2C(=O)c3cccc4c(C(=O)O)ccc(c34)C2=O)cc1,-4,0.6,-31,3,0.8,1.1,100,16,31,41
COc1ccc(N(CC(=O)NCc2ccc3c(c2)OCO3)S(C)(=O)=O)cc1OC,-5,0.9,19,-3,1,1.1,100,-2,-19,5
CCCSc1nnc(N)s1,3,1,-7,2,1.1,1.1,110,-11,7,4
COc1ccc(C(=O)c2sc3nc(C)cc(-c4cccs4)c3c2N)cc1,34*,0.8,-1,-5,1,0.77,93,-2,2,15
Cc1cc(C(=O)CSc2nc3ccccc3c(=O)[nH]2)c(C)n1C,25,0.8,24,-2,1,1.8,118,-1,-24,16

(cont.)
mol,TLR4 MyD88 comp,Diaphorase act,APP 5'UTR act,G6PDH CS,FLuc act counter,NF-kB neuron act,STAT1 act,FLuc inh counter,APP 5UTR inh,Diaphorase inh
Cc1cccc(C)c1NC(=O)COC(=O)c1cccnc1,-1,0.9,9,2,1,1.1,111,-1,-10,8
COc1ccc(CCc2nnc(CCC(=O)NCc3cnc4ccccn34)o2)cc1,0,0.8,-15,5,1,1.2,91,0,15,16
Cc1ccc(NC(=O)c2cccs2)cc1[N+](=O)[O-],0,0.7,17,12,1,1.6,108,3,-17,26
O=C(C1CCN(S(=O)(=O)c2cccc([N+](=O)[O-])c2)CC1)N1CCOCC1,-1,1,8,4,1.1,0.9,99,-8,-8,1
O=C(C(Cc1ccccc1)N1C(=O)c2ccccc2C1=O)N1c2ccccc2CCc2ccccc21 (centres undefined),16,0.9,0,-4,1,0.8,94,-3,0,13
O=C(CCC(=O)OCC(=O)c1cccc([N+](=O)[O-])c1)Nc1ccccc1Cl,-8,1,-2,2,1.1,1.1,103,-8,2,2
Cn1c(=O)c2c(nc(SCc3cccnc3)n2Cc2ccc(F)cc2)n(C)c1=O,-4,1,-9,7,1,0.45,90,-4,9,-4
CN1CCN(NC(=O)C23CC4CC(CC(C4)C2)C3)CC1,-4,0.8,-3,-10,1.1,1.1,102,-7,3,17
Cc1cc(C(F)(F)F)nn1CC(=O)NCC1CCCO1 (centres undefined),-8,1,-7,1,1,1,102,-1,7,-3
COc1ccc(NC(=O)c2cccs2)cc1NC(=O)c1ccco1,-4,1,-3,0,0.9,0.87,107,6,3,1
CCN(CC(=O)Nc1ccc2c(c1)OCCO2)C(=O)CC1CCCC1,-20,0.9,-12,-1,1,1.1,102,-5,12,5
Cn1c(NCc2c[nH]c3ccccc23)nc2ccccc21,1,0.9,113,0,0.7,3.3*,139*,26,-113,5
CCN1c2ccccc2N(C)C1(C)c1ccccc1 (centres undefined),-1,0.4,11,-5,1.1,0.4,99,-5,-11,59*
O=c1oc2ccccc2c(Nc2cccc3ccccc23)c1[N+](=O)[O-],-4,0.8,-1,1,1,0.77,96,-2,1,24

Molecules from the list above with a nitro group on carbon:
mol,TLR4 MyD88 comp,Diaphorase act,APP 5'UTR act,G6PDH CS,FLuc act counter,NF-kB neuron act,STAT1 act,FLuc inh counter,APP 5UTR inh,Diaphorase inh
Cc1cc([N+](=O)[O-])cc([N+](=O)[O-])c1NCC(C)C,-1,0.8,-19,0,1,1.1,103,-5,19,17
Cc1ccccc1OCCNc1cc(N2CCN(CCO)CC2)ccc1[N+](=O)[O-],5,0.9,11,-26,1,0.63,89,1,-11,7
Cc1ccc(NC(=O)c2cccs2)cc1[N+](=O)[O-],0,0.7,17,12,1,1.6,108,3,-17,26
O=C(C1CCN(S(=O)(=O)c2cccc([N+](=O)[O-])c2)CC1)N1CCOCC1,-1,1,8,4,1.1,0.9,99,-8,-8,1
O=C(CCC(=O)OCC(=O)c1cccc([N+](=O)[O-])c1)Nc1ccccc1Cl,-8,1,-2,2,1.1,1.1,103,-8,2,2
O=c1oc2ccccc2c(Nc2cccc3ccccc23)c1[N+](=O)[O-],-4,0.8,-1,1,1,0.77,96,-2,1,24
